High-throughput results from PubChem.
Jurkat NFkB inh – inhibitors of induced NF-kB luciferase reporter, primary screen, TCR NF-kB activation inhibitor project, cell-based, luminescence, uHTS; Jurkat, PMA/ionomycin-induced NF-kB luciferase reporter; inhibition, % at 4 µM; 0.53% of 330,000 active; AID 435003, 2010
Apaf-1 inh – inhibitors of human Apaf-1 apoptosome, primary screen, biochemical, DEVD-Rh110 fluorescence, uHTS; Apoptotic protease-activating factor 1 (Homo sapiens), O14727; reconstituted apoptosome caspase-3 activity; inhibition, % at 20 µM; 0.71% of 330,000 active; active means inhibition of at least 40% at 20 µM;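 further: plate controls were DMSO wells for no effect and DEVD-CHO caspase inhibitor wells for full effect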
Target sequence (O14727 whole entry, looked up): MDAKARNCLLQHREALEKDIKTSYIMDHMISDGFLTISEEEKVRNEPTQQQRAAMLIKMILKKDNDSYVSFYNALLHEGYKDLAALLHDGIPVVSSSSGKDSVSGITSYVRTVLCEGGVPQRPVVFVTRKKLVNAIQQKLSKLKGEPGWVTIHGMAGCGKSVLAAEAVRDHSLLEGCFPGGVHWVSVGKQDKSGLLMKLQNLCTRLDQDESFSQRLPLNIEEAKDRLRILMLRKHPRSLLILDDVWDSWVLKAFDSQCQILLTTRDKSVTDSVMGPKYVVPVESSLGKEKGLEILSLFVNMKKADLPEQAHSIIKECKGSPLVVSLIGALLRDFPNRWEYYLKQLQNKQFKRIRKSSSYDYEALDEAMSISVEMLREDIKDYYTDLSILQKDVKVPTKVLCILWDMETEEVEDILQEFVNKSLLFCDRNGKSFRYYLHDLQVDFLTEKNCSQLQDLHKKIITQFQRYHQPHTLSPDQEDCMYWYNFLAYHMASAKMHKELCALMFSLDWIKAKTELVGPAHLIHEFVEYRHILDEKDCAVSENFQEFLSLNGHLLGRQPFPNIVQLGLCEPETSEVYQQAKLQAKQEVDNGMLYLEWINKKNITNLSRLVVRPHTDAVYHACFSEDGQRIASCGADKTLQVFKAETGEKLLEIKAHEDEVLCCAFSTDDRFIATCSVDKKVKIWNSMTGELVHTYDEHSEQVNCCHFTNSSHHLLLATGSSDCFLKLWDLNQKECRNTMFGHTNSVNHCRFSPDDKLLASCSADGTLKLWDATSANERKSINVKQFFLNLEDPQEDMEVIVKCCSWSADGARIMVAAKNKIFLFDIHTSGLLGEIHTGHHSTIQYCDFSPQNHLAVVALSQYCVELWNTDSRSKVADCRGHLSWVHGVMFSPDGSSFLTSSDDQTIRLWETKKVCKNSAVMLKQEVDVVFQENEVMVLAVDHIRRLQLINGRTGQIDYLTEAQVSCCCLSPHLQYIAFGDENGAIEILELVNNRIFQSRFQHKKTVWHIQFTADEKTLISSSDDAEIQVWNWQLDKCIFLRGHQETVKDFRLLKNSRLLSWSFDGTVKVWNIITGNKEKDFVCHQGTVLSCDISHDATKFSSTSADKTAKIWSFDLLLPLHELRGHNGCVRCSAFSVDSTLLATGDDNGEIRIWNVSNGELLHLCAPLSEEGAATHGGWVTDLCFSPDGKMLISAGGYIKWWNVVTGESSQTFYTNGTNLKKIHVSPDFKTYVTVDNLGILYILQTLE
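Material: reconstituted apoptosome with Apaf-1, cytochrome c, caspase-9, procaspase-3, dATP / Buffer or medium: pH 7.5 Hepes buffer with CHAPS, BSA, DTT / Also added: cytochrome c with DEVD-Rh110 / Schedule: compound with Apaf-1, dATP, procaspase-3 30 min, then 50 min reaction, room temperature / Technique: rhodamine 110 fluorescence at Ex 480/Em 540 nm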
HKDC1 inh – HKDC1 hexokinase inhibitors, primary screen, biochemical, fluorescence, uHTS; Q2TB90; recombinant HKDC1, G6PDH/diaphorase resazurin coupled fluorescence; inhibition, % at 20 µM; 0.16% of 340,000 active; AID 493160, 2011;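 active means inhibition above about 35% when tested at 20 µM, limit read from the data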;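 further: plate controls were DMSO wells with enzyme for no effect and DMSO wells lacking enzyme for full effect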
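Test system: HK5 enzyme. Quantity: 5 µg/mL HK5 final. Reagent: glucose and ATP substrates. Schedule: 90 min reaction incubation at room temperature, dark. Technique: resazurin-to-resorufin fluorescence via G6PDH and diaphorase coupling, 525/613 nm. Control set: DMSO wells with and without enzyme mix.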
SENP7 inh – SENP7 protease inhibitors, primary screen, biochemical, luminescence, uHTS; recombinant SENP7, Z-RLRGG-aminoluciferin luminescence, 40 min; Sentrin-specific protease 7 (Homo sapiens), Q9BQF6; inhibition, % at 5 µM; 1.5% of 330,000 active; AID 434973, 2010;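 active means inhibition above about 50% at the single test dose, limit read from the data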;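 further: plate controls were DMSO with enzyme for no effect and no enzyme buffer wells for full effect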
SENP8 inh – SENP8 protease inhibitors, primary screen, biochemical, luminescence | Sentrin-specific protease 8 (Homo sapiens), Q96LD8 | purified SENP8, Z-RLRGG-aminoluciferin cleavage | AID 2540, 2010 | 1.2% of 330,000 active | inhibition, % at 10 µM
697 NFkB inh – inhibitors of PMA/ionomycin-induced NF-kB reporter, 697 cells, primary screen, B-cell NF-kB inhibitor project, cell-based, luminescence, uHTS. 697 B-cell NF-kB luciferase reporter, 16 h. inhibition, % at 4 µM. 0.33% of 330,000 active. AID 435022, 2010; in the data active means inhibition above about 35%
UBC13 inh – UBC13 polyubiquitin chain formation inhibitors, primary screen, biochemical, TR-FRET, uHTS. 0.47% of 330,000 active. inhibition, % at 20 µM. AID 485273, 2010. Ubiquitin-conjugating enzyme E2 N (Homo sapiens), P61088; in the data active means inhibition above about 45%, passing the limit was not always enough
Gli-Sufu antag – Gli-Sufu pathway antagonists, primary screen, luciferase luminescence, Sufu-KO-LIGHT cells, uHTS | AID 588413, 2011 | 0.74% of 340,000 active | Sufu-KO-LIGHT fibroblasts, Gli luciferase reporter luminescence | inhibition, % at 5 µM;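 active means inhibition above about 55%, limit read from the data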;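 further: 0% = DMSO-treated cells and 100% = wells with medium but no cells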
* = called active by the depositor; . = not tested or not shown. Unless noted, no stated cut-off is given here; in the data, active means inhibition above about 50%; inactive means the rest.

The line under a structure holds: Jurkat NFkB inh, Apaf-1 inh, HKDC1 inh, SENP7 inh, SENP8 inh, 697 NFkB inh, UBC13 inh, Gli-Sufu antag
CCC(CC)NC(=O)CC(c1ccccc1)c1ccccc1
→ 4, 10, -7, -2, -10, 2, 5, -6
O=C(c1ccncc1)N1CCN(C(=O)c2cccc3ccccc23)CC1
→ -10, -12, 6, 0, 4, -44, -3, -6
COc1ccc(C(=O)O/N=C/c2ccc(S(=O)c3ccc(Cl)cc3)nc2)cc1 (centres undefined)
→ -11, -2, 4, 8, -15, 17, -9, .
COCCCNS(=O)(=O)c1ccc2c3c(cccc13)C(=O)S2
→ 21, -4, -8, -4, 1, 12, 19, 6
Cn1ncc(Cl)c1C(=O)N/N=C/c1cccc(OC2CSC2)c1
→ 6, -13, 4, -4, 22, -25, -7, 4
Cc1ccccc1Sc1ncccc1[N+](=O)[O-]
→ -3, -13, -6, 6, -7, -10, -5, 5
COC(=O)c1cccc(NS(C)(=O)=O)c1C
→ 11, -1, -14, -4, -3, 23, -1, 3
O=C1CSC(c2ccccn2)N1c1cccc(Cl)c1 (centres undefined)
→ -15, 1, 0, -11, -7, -10, 0, 0
Cc1ccc([N+](=O)[O-])cc1NC(=O)C(C)N1CCCCC1 (centres undefined)
→ 8, -4, -10, 11, -1, -11, 4, -1
CCS(=O)(=O)N1CCCC(C(=O)NC2CCCC2)C1 (centres undefined)
→ -8, 1, 0, -6, -6, -15, -4, 8

The line under a structure holds: Jurkat NFkB inh, Apaf-1 inh, HKDC1 inh, SENP7 inh, SENP8 inh, 697 NFkB inh, UBC13 inh, Gli-Sufu antag
C=CCOc1ccccc1CN1CCCCCC1
→ -2, -1, 2, 9, -5, -3, 2, 17
CC(=O)C[C@H]1c2cc(C(F)(F)F)ccc2S(=O)(=O)N1C1CCCC1
→ 11, -3, -5, -4, 4, 10, 12, -7
CC(=O)OCC(=O)[C@H]1CC[C@H]2[C@@H]3CCC4=CC(=O)CC[C@]4(C)[C@H]3CC[C@]12C
→ 7, 17, -2, -2, -10, -7, -6, 5
O=C(CSc1nc2ccccc2c(=O)n1CC1CCCO1)NCc1ccccc1 (centres undefined)
→ 13, 4, -6, 6, 2, 0, 8, -5
Cc1ccc(CNC(=O)CC(C)S(=O)(=O)c2ccc3c(c2)NC(=O)CO3)cc1 (centres undefined)
→ 17, -7, -4, 0, 8, -7, -3, 2
COc1ccc(S(=O)(=O)N2CCN(C(=O)c3cc4c(s3)CCC4)CC2)cc1
→ 14, 22, 34, 6, -5, 5, -10, -3
C=CCNC(=O)C1CCC(=O)N1S(=O)(=O)c1ccc(C)cc1 (centres undefined)
→ 2, -10, -7, -5, -9, 4, -4, -11
Cc1c(O[C@@H]2O[C@H](CO)[C@@H](O)[C@H](O)[C@H]2O)ccc2c1oc(=O)c1ccccc12
→ -10, -1, -1, -6, -4, 2, 16, 4
NC1=NC(=O)CC(C(=O)NCc2ccccc2)S1 (centres undefined)
→ -11, 0, -3, -7, -7, -32, -3, 1
COc1ccc(C(=O)CCC(=O)Nc2cccnc2)c(OC)c1
→ 4, 3, -5, -8, -2, 4, -6, 14

The line under a structure holds: Jurkat NFkB inh, Apaf-1 inh, HKDC1 inh, SENP7 inh, SENP8 inh, 697 NFkB inh, UBC13 inh, Gli-Sufu antag
COc1ccc(/C=N/N2CCOCC2)cc1Cn1nc(C)c([N+](=O)[O-])c1C
→ -7, -17, -6, 1, 1, -2, 2, 0
O=C(OCc1ccc(Br)cc1)c1cccnc1
→ -11, -3, -8, 10, -15, 8, -3, 3
CC(C)(C)c1ccc(C(=O)OCCN2CCCCC2)cc1
→ -7, 1, -7, 5, 5, -2, 8, 2
Cc1cc(C(F)(F)F)c(C#N)c(=O)[nH]1
→ -1, -6, -2, 7, 0, 12, -3, 3
Cc1ccc(C(=O)NNS(=O)(=O)c2ccc(F)cc2)cc1
→ -31, 3, -1, 0, -9, -6, -8, 5
O=C(CSc1nccc(=O)[nH]1)NN(c1ccccc1)c1ccccc1
→ -6, -1, -6, 4, 4, 7, 18, 10
CCC(C)C(NC(=O)OC(C)(C)C)C(=O)NC(Cc1ccccc1)C(=O)OC (centres undefined)
→ -5, 1, -3, 7, -1, 25, -2, -15
O=C(CSc1nc2ccccc2c(=O)n1-c1ccc(OC(F)F)cc1)NCc1cccs1
→ 1, -8, -8, 7, 0, 8, -7, 4
CCOc1ccccc1CN1C(=O)NC(C)(c2ccccc2)C1=O (centres undefined)
→ -3, 0, -4, 4, -2, 19, 5, 10
CCCN1Cc2cccc(C(=O)N3CCN(c4ccc(F)cc4)CC3)c2C1=O
→ 2, 1, 0, -4, 3, -5, 1, 7

Five compounds picked at random from the list so far, as already listed:
The line under a structure holds: Jurkat NFkB inh, Apaf-1 inh, HKDC1 inh, SENP7 inh, SENP8 inh, 697 NFkB inh, UBC13 inh, Gli-Sufu antag
Cc1ccc(C(=O)NNS(=O)(=O)c2ccc(F)cc2)cc1
→ -31, 3, -1, 0, -9, -6, -8, 5
COc1ccc(/C=N/N2CCOCC2)cc1Cn1nc(C)c([N+](=O)[O-])c1C
→ -7, -17, -6, 1, 1, -2, 2, 0
O=C(CSc1nc2ccccc2c(=O)n1-c1ccc(OC(F)F)cc1)NCc1cccs1
→ 1, -8, -8, 7, 0, 8, -7, 4
O=C(OCc1ccc(Br)cc1)c1cccnc1
→ -11, -3, -8, 10, -15, 8, -3, 3
CCOc1ccccc1CN1C(=O)NC(C)(c2ccccc2)C1=O (centres undefined)
→ -3, 0, -4, 4, -2, 19, 5, 10

Not a retest: entries from further up.
The line under a structure holds: Jurkat NFkB inh, Apaf-1 inh, HKDC1 inh, SENP7 inh, SENP8 inh, 697 NFkB inh, UBC13 inh, Gli-Sufu antag
O=C(CSc1nc2ccccc2c(=O)n1-c1ccc(OC(F)F)cc1)NCc1cccs1
→ 1, -8, -8, 7, 0, 8, -7, 4
CCOc1ccccc1CN1C(=O)NC(C)(c2ccccc2)C1=O (centres undefined)
→ -3, 0, -4, 4, -2, 19, 5, 10

More records:
The line under a structure holds: Jurkat NFkB inh, Apaf-1 inh, HKDC1 inh, SENP7 inh, SENP8 inh, 697 NFkB inh, UBC13 inh, Gli-Sufu antag
Cc1cc(C)cc(OCC(=O)N2Cc3ccccc3CC2C(=O)O)c1 (centres undefined)
→ -12, 12, 8, 5, 4, 11, 0, -1
Cc1ccnc(Nc2nc(-c3ccc(F)cc3)cs2)c1
→ -113, 26, 0, 39, 20, -184, -10, 19
CC/C(C)=C1\SC(N2CCOCC2)=NC1=O
→ 3, -2, 2, 8, -1, 5, -4, -10
O=C(O)C1Cc2ccccc2CN1S(=O)(=O)c1ccc(Cl)cc1 (centres undefined)
→ 5, 9, -4, 8, 3, 13, -3, -9
CCn1c(-c2ccccc2Cl)nn(CC(=O)Nc2ccccc2OC)c1=S
→ -20, 14, 6, -14, -12, -7, 43, -15
Cc1cc(C(=O)CSc2nn3c(=O)c(C(C)(C)C)nnc3s2)c(C)n1C1CC1
→ -19, 1, 0, -1, -7, -5, -11, -1
N#Cc1ccc(C23CC4(C2)[C@H](CN(Cc2ccc(C(F)(F)F)cc2)[C@@H]4c2ccccc2)C3c2ccc(C(F)(F)F)cc2)cc1 (some centres undefined)
→ 4, 13, 3, 1, -3, 4, -29, -1
Cc1ccc(OCCNc2ccc(S(=O)(=O)N3CCCC3)cn2)cc1
→ -1, 5, 0, 10, -23, -11, 2, -5
COc1ccc(NC(=O)C2(c3ccc(NC(=O)c4ccc(C)cc4)cc3)CCCC2)cc1
→ -3, -13, 10, -2, 9, 17, 0, -5
CC1Sc2ccc(S(=O)(=O)N(C)Cc3ccccc3)cc2NC1=O (centres undefined)
→ -2, 21, -1, -4, -2, -26, 4, -17

The line under a structure holds: Jurkat NFkB inh, Apaf-1 inh, HKDC1 inh, SENP7 inh, SENP8 inh, 697 NFkB inh, UBC13 inh, Gli-Sufu antag
CC(Cc1cccs1)NC(=S)Nc1ccc(Cl)cc1 (centres undefined)
→ -1, 14, -3, -1, -8, -47, 5, 11
O=C(NCC(c1cccs1)N1CCOCC1)c1cccc([N+](=O)[O-])c1 (centres undefined)
→ -5, -1, -6, 3, -3, 3, 0, 5
O=C(NNC(=O)c1cc2cc3ccccc3nc2s1)c1cccc(Cl)c1
→ -14, 3, 13, -2, -6, -13, -11, -8
COc1ccccc1-n1cnnc1SCC(=O)N1CCN(S(=O)(=O)c2ccccc2)CC1
→ -3, 7, 2, -12, -4, -16, -4, 7
CCc1cccc(CC)c1N1C(=O)c2cc(N3CCOCC3)c([N+](=O)[O-])cc2C1=O
→ -6, 16, -7, -1, 0, -9, -34, 5
N#CCOc1nc(N2CCCC2)nc(N2CCCC2)n1
→ 7, 8, -3, 0, 2, -10, -5, 3
N#Cc1c(-c2ccccc2)c(-c2ccccc2)nn(CC(=O)NNC(=O)Nc2ccccc2)c1=O
→ 17, 18, 3, -7, -9, -26, -7, -34
CCOc1ccccc1NC(=S)Nc1ccc2cn[nH]c2c1
→ 16, -7, -3, 10, -3, 2, 11, 3
C/C(Cn1cnc([N+](=O)[O-])n1)=N\NC(=O)c1cccc(F)c1
→ 6, -3, -3, -2, 1, 13, 3, 4
Cc1ccc2c(CSc3nncn3C)cc(=O)oc2c1C
→ 13, -3, -9, -6, -2, 6, 0, -2

The line under a structure holds: Jurkat NFkB inh, Apaf-1 inh, HKDC1 inh, SENP7 inh, SENP8 inh, 697 NFkB inh, UBC13 inh, Gli-Sufu antag
CC(C)(C)n1ncc2c(=O)n(Cc3cccc(Cl)c3)cnc21
→ -2, 0, -5, 0, 8, 2, 12, -18
COc1ccccc1OCC(=O)Nc1cccc(-c2nnc(-c3ccco3)o2)c1
→ -17, 6, -3, 1, 4, -52, 14, -70
CCOC(=O)C1=C(c2ccccc2)OC(N)=C(C#N)C1c1cccnc1 (centres undefined)
→ 0, -15, -5, 0, -1, 6, 6, 9
Cc1ccc(-c2cc3c(N=O)c4ccccc4c-3n[nH]2)cc1
→ 67*, -7, -2, 101*, 23, 58*, -14, 59*
COc1cc2c(c(OC)c1OC)-c1c(cc3c(c1O)OCO3)C[C@@H](C)[C@@H](C)C2
→ -8, 15, 4, -4, -1, 11, 3, 10
Cn1c(Sc2ccc(Cl)cc2)c(C=O)c2ccccc21
→ 6, 16, 0, 1, 0, 0, 25, 4
Cc1nc(N2CCC(C)CC2)c2c(C)c(C(=O)Nc3cccc(C(F)(F)F)c3)sc2n1
→ 11, 10, 0, 0, -8, -23, 31, 14
CCc1ccc(C(=O)NNC(=O)C2CC(=O)N(Cc3ccccc3)C2)cc1 (centres undefined)
→ -23, 5, -6, 14, -11, 17, 0, -2
O=C(COC(=O)Cc1c(F)cccc1Cl)NC1CCS(=O)(=O)C1 (centres undefined)
→ 8, 7, -4, -6, -16, -6, -8, -10
